# Growth percent in the NCI-60 one-dose screen (48 h, 10 µM unless noted): 100 = growth as untreated, 0 = no growth, -100 = all killed.
# UO-31: UO-31 renal cancer; actives 5.2% (n = 81,000); AID 1794768
# SN12C: SN12C renal cancer cells | actives 3.8% (n = 81,000)
# A498: A498 renal cancer cells | actives 5.4% (n = 76,000)
# ACHN: ACHN renal cancer | actives 4.9% (n = 81,000) | AID 1794771
# CAKI-1: CAKI-1 renal cancer | actives 4.7% (n = 75,000) | AID 1794772
# TK-10: TK-10 renal cancer cells | actives 3.9% (n = 81,000) | AID 1794769
# 786-0: 786-0 renal cancer cells. actives 5.1% (n = 81,000). AID 1794775
# RXF 393: RXF 393 renal cancer cells; actives 6.9% (n = 77,000)
# * hit, by the source's call; / = not tested or not shown; & = joins results of further samples; [ ] = remark or other dose. How the source made its calls: active means growth percent below 10; inactive means the rest.
no.	smiles	UO-31	SN12C	A498	ACHN	CAKI-1	TK-10	786-0	RXF 393
1	COc1cc2ncnc(Nc3ccc(F)c(Cl)c3)c2cc1OCC(=O)N1CCN(c2ccc(F)cc2)CC1	44	88	72	46	45	38	79	103
2	COc1ccc2c(c1)c(-c1nc(-c3c[nH]c4ccncc34)cs1)cn2C	-88*	-72*	66	-97*	-86*	43	-92*	-84*
3	CC1(C)CN=C(C(Oc2ccc(F)cc2)c2ccccc2)NC1 (configuration not stated)	68	104	127	122	115	112	112	114
4	O=C(Nc1ccccc1)c1ccc([N+](=O)[O-])cc1	112	111	118	117	94	114	91	117
5	COc1ccc2cc(-c3nc4c(cnn4-c4ccccc4)c(=O)[nH]3)c(OC)nc2c1	70	98	74	100	89	104	100	110
6	c1ccc(-c2ccc(-c3nc4ccccn4c3NCCN3CCOCC3)cc2)cc1	64	90	79	98	84	95	90	92
7	O=C(c1cc2n(n1)CC(c1ccccc1)N2)N1CCOCC1 (configuration not stated)	93	101	/	103	94	107	106	118
8	CCCCCCNC(=O)Oc1ccc(/C(=C(/C)c2ccc(OC)cc2)c2ccc(OCCN3CCCC3)cc2)cc1	39	82	/	84	87	116	41	62
9	O=c1/c(=C/c2ccc(Cl)cc2)sc2nc3ccccc3n12	94	99	95	105	98	/	94	120
10	COc1c(C)cnc(CSc2nc(-c3ccccc3)cn2-c2ccc(Cl)cc2)c1C	66	94	90	98	83	103	83	106
11	CCCCc1nc(/C=C/C(=O)c2ccc(C(F)(F)F)cc2)c(Cl)[nH]1	78	95	95	109	/	99	99	89
12	N#CC1=C(c2ccco2)Nc2c(c(-c3ccccc3)nn2-c2ccccc2)C12C(=O)Nc1ccc(Cl)cc12 (configuration not stated)	43	-44*	135	8.9*	33	-15*	-15*	58
13	CCCCCCCCCCC1OC(C)CC(C)O1 (configuration not stated)	91	103	102	98	96	100	93	103
14	CC(C)(C)OC(=O)N1CCCC1C(=O)NC(c1ccccc1)c1ccccc1 (configuration not stated)	81	108	109	100	93	101	103	125
15	O=[N+]([O-])c1ccc(/C=c2\sc3scc(-c4ccc([N+](=O)[O-])cc4)[n+]3\c2=C/c2ccc([N+](=O)[O-])cc2)cc1	79	102	63	97	106	113	101	102
16	CN1CCN(c2cc(F)c(NC3=C(Cl)C(=O)c4ncccc4C3=O)c(F)c2)CC1	-100*	-97*	80	-93*	-86*	8.5*	-72*	/
17	CN(C)CCNC(=O)Oc1cccc2ccccc12	51	85	82	92	97	84	113	98
18	O=C(c1nnc(Nc2ccccc2Br)o1)c1c[nH]c2ccccc12	87	93	/	91	87	112	103	125
19	O=[N+]([O-])c1cccc(-c2nnc3c(/C=C/c4ccc(F)cc4)nc4ccccc4n23)c1	78	88	102	94	89	121	94	77
20	Cn1ncc2cncnc21	98	112	114	110	108	119	105	86
21	Cc1c(N)cc(S(=O)(=O)O)cc1NC(=O)c1cccc([N+](=O)[O-])c1	69	96	99	110	89	112	106	113
22	N#C/C(=C\c1cccc(Cl)c1Cl)C(=O)Nc1sc2c(c1C#N)CCCC2	86	100	/	100	87	109	97	114
23	NC(=O)c1cc(N)nc(Cl)n1	89	97	100	108	/	101	101	101
24	COc1cc(C2CC(C3C(=O)N(C)C(=O)N(C)C3=O)=NN2C=O)cc(OC)c1OC (configuration not stated)	101	94	95	105	/	87	108	109
25	COc1cc(CNc2oc(-c3ccccc3)c(-c3ccccc3)c2C#N)cc(CN2CCN(c3ccccc3)CC2)c1O	73	99	62	96	88	101	103	96
26	Oc1c(Cl)cc(Cl)c2ccc(Cn3cc(-c4cc(C(F)(F)F)cc(C(F)(F)F)c4)nn3)nc12	57	65	103	11	14	97	97	-13*
27	N#Cc1cnc2ccc(-c3cnc4[nH]ncc4c3)cc2c1N1CCc2cc(F)c(Cl)cc21	-8.9*	9.1*	-54*	13	15	13	11	/
28	COc1cc2nc(N3CCC[C@@H](NC(=O)c4ccco4)C3)nc(N)c2cc1OC	66	73	90	39	105	88	94	90
29	Nc1nc(Nc2ccccc2)nn1Cc1cc(F)cc(F)c1	67	106	105	109	94	101	101	109
30	O=C(O)c1ccc(-n2cc(CO)c(-c3cc(C(F)(F)F)cc(C(F)(F)F)c3)n2)cc1	85	99	92	91	/	95	101	99
31	COc1ccc(C2c3sc4c(C)cccc4c3Oc3nc(CC(=O)Nc4ccccc4)[nH]c(=O)c32)cc1 (configuration not stated)	47	79	71	93	46	141	95	8.3*
32	CC1(C)N=C(N)N=C(N)N1c1cc(Cl)ccc1Cl	91	90	84	-25*	9.8*	94	110	79
33	O=C1CC2(CCCC2)Oc2ncccc21	96	104	105	108	103	111	103	/
34	Cc1nc(C(=O)O)cc([N+](=O)[O-])c1C	110	99	102	108	113	131	114	120
35	CCC(CCNc1cc(OC)cc2cccnc12)CN1C(=O)c2ccccc2C1=O (configuration not stated)	95	/	117	102	93	119	104	117
36	CC(=O)NC(C)(C)C(=O)N[C@@H](C)C(=O)NC(C)(C)C(=O)N[C@@H](C)C(=O)NC(C)(C)C(=O)N[C@@H](C)C(=O)N[C@@H](CCC(N)=O)C(=O)NC(C)(C)C(=O)N[C@H](C(=O)NC(C)(C)C(=O)NCC(=O)N[C@@H](CC(C)C)C(=O)NC(C)(C)C(=O)N1CCC[C@H]1C(=O)N[C@H](C(=O)NC(C)(C)C(=O)NC(C)(C)C(=O)N[C@@H](CCC(N)=O)C(=O)N[C@@H](CCC(N)=O)C(=O)N[C@H](CO)CC1CCCCC1)C(C)C)C(C)C	53[5 µM]	21[5 µM]	52[5 µM]	72[5 µM]	/	39[5 µM]	79[5 µM]	56[5 µM]
37	O=C1C2C3CC4C5C3C1C5C1(SCCS1)C42 (configuration not stated)	80	103	84	110	100	94	103	100
38	Cn1c(=O)c(C#N)c(-c2ccco2)n2c(=S)[nH]nc12	70	110	107	91	95	118	103	89
39	NC(N)=NC(N)=Nc1ccc2ccccc2c1	79	85	86	93	83	81	79	112
40	O=C1CCc2cc(C(=O)CSc3ccc(Cl)cc3Cl)ccc2N1	89	103	81	102	90	88	101	93
41	NS(=O)(=O)c1ccc(C(=O)N2N=C(c3ccccc3)CC2c2ccc3c(c2)OCO3)cc1 (configuration not stated)	81	98	108	102	92	110	108	99
42	O=C(Cn1c(=O)[nH]c2ccccc2c1=O)NCC(=O)N/N=C/c1ccccc1	93	106	104	108	92	109	100	118
43	COc1cccc(CNc2ccc(Cl)cc2)c1O	65	98	88	76	81	101	93	103
44	N#Cc1cnn(C(C2=C(O)c3ccccc3CC2)c2ccc(Cl)cc2)c1N (configuration not stated)	57	84	80	81	58	100	90	73
45	C=C1C(=O)OCC1C(=O)O (configuration not stated)	87	96	100	106	98	109	106	105
46	CCCCCCCCCCCCCCCCNC(=S)N/N=C/c1ccccc1O	54	77	109	111	/	111	96	/
47	N=c1ccc2nc3c(cc(N)c4ccccc43)oc-2c1	-79*	-95*	-21*	-94*	-60*	-30*	-91*	/
48	O=C1/C(=C/c2ncc(CO)s2)SC(=S)N1Cc1ccccc1	98	100	109	99	96	100	87	98
49	CC1CCc2[nH]c(=O)c(C(N)=O)c(C#N)c2C1 (configuration not stated)	92	/	103	101	92	99	106	125
50	S=C1SCC(c2ccccc2)S1 (configuration not stated)	104	101	102	101	97	107	109	105
51	C=CC1(C)C(O[Si](C)(C)C(C)(C)C)CC2C3OC(=O)NC31c1cccc3c1[C@H](C(=O)N3C)C2(C)C (some centres not stated)	49	50	63	60	53	71	74	69
52	COc1ccc(/C=C/c2c(C(=O)c3ccccc3)c(=O)[nH]c3ccccc23)cc1	71	90	112	102	90	95	102	90
53	O=NOCc1ccccc1	88	104	/	105	105	96	103	100
54	COc1ccc(-c2cc(-c3ccc(F)cc3)c(C#N)c(=O)[nH]2)c(OC)c1	71	89	53	92	83	105	84	77
55	CC1=C(C(=O)OCc2ccccc2)C(c2ccc(-n3cncn3)cc2)n2c(nc3ccccc32)N1 (configuration not stated)	52	73	80	51	43	90	69	52
56	CC(C)CNCCCCCCl	82	99	105	90	100	97	98	102
57	CN(C)c1ccc(N=Nc2ccc(C(=O)O)cc2)cc1	86&99	103&96	105&88	110&104	128	94&101	112&108	109&104
58	Nc1ncn([C@@H]2O[C@H](CO)[C@@H](O)[C@H]2O)c(=O)n1	15	15	29	12	22	/	24	/
59	O=C(O)c1cn(C2CC2)c2cc(N3CCN(Cn4nc(-c5ccccc5)n(-c5ccccc5)c4=S)CC3)c(F)cc2c1=O	78	101	/	104	97	94	99	110
60	NS(=O)(=O)Oc1ccc2c(c1)O/C(=C\c1ccc(N3CCN(Cc4ccccc4)CC3)cc1)C2=O	78	99	/	85	81	101	92	/

# Continuation:
no.	smiles	UO-31	SN12C	A498	ACHN	CAKI-1	TK-10	786-0	RXF 393
61	CN(CCOc1ccccc1)Cc1ccccc1	94	100	99	105	108	110	/	110
62	CS(=O)(=O)Nc1ccc(-c2nc(-c3cccc(O)c3)c(-c3ccnc(Br)c3)[nH]2)cc1	79	79	85	91	72	100	71	75
63	OCC12CCCC(OC1)O2 (configuration not stated)	95	102	85	101	94	113	104	106
64	Cc1ccc2oc(=O)cc(C3NNC(=S)N3)c2c1 (configuration not stated)	85	103	109	103	93	107	98	107
65	OCCN(CCO)c1ccc(OCc2ccccc2)cc1	75	101	103	96	107	115	100	133
66	COc1cc(-c2c3c(cn2CCN2CCCC2)-c2oncc2CC3)cc(OC)c1OC	71	104	106	98	88	106	103	108
67	O=c1[nH]c2ccc(Oc3ncccn3)cc2c(=O)n1Cc1cccc(NS(=O)(=O)c2ccc(Cl)cc2)c1	71	89	90	86	91	109	88	85
68	COc1ccc(C2C(C#N)=C(N)OC3=C2C(=O)c2ccccc2C3=O)cc1 (configuration not stated)	73	90	93	93	86	131	106	/
69	COc1cc2oc(-c3ccc(NC(=O)c4ccc(C#N)cc4)cc3)cc(=O)c2c(OC)c1OC	85	94	94	97	98	98	99	109
70	O=C1N/C(=N\c2ncn[nH]2)S/C1=C\c1cccc([N+](=O)[O-])c1	44	63	82	75	72	122	84	87
71	c1ccc2[nH]c(-c3ccc(OCCCCCOc4ccc(-c5nc6ccccc6[nH]5)cc4)cc3)nc2c1	78	20	143	35	94	-51*	15	-74*
72	O=C(O)CC(C(=O)O)/C(=C\c1ccccc1)c1ccccc1 (configuration not stated)	89	104	93	104	103	108	114	104
73	COc1ccc(-c2cc(/C=C3\C(=O)Nc4ccccc43)[nH]n2)cc1	72	97	87	90	84	108	101	100
74	O=C(Cn1cccc(NC(=O)OCc2ccccc2)c1=O)NCc1ccccc1	92	99	56	100	98	107	113	93
75	CC(=O)C(/C=N\C(N)=S)=C(\C)O	91	111	117	95	96	102	104	138
76	Cc1cc(-n2cc(C)c(=O)[nH]c2=O)ccc1F	/	98	103	93	118	109	103	107
77	CC(=O)[C@H]1CC[C@H]2[C@@H]3C[C@H](F)C4=CC(=O)CC[C@]4(C)[C@@]3(F)[C@@H](O)C[C@]12C	97	79	105	98	93	112	105	120
78	COC(=O)c1ccc(NC(=O)CNNc2nc3ccccc3c(=O)n2-c2ccccc2)cc1	88	99	93	104	96	109	99	105
79	CC(=O)c1ccc(OCc2cccc(Cn3ccnc3)n2)c(OCc2cccc(Cn3ccnc3)n2)c1	88	102	107	108	98	110	97	104
80	COc1cc2c(cc1OC)/C(=C\c1sc(=S)n(CCC(=O)O)c1O)C(C(=O)O)=N2	53	94	85	93	78	121	102	106
81	C=C[C@]1(C)C=C2CC[C@@H]3C(C)(C)C(=O)CC[C@@]3(C)[C@@H]2CC1	18	99	91	106	84	99	99	127
82	O=C(O)c1ncc(Cl)cc1Cl	76	91	85	97	94	115	105	103
83	Cc1c(Cl)cccc1NC(=O)c1sc2nc3c(cc2c1N)CN(CCc1ccccc1)CC3	88	96	99	91	92	118	91	100
84	O=S(=O)(NCCCNc1nccc(-c2[nH]c(-c3ccccc3)nc2-c2ccc(Cl)c(O)c2)n1)c1ccc(Cl)cc1	112	92	101	92	93	123	110	124
85	O=C(O)CCn1c(=O)[nH]c(=O)n(CCC(=O)O)c1=O	101	108	100	101	95	107	/	118
86	COc1ccc(N2CCN(C(CNC(=O)C3CCCCC3)c3ccc4c(c3)OCO4)CC2)cc1 (configuration not stated)	66	91	103	89	87	110	95	94

# A few values from the entries so far.
# no. 73 – UO-31 = 72
# no. 84 – A498 = 101

# Sorted by length of the SMILES (rising): part of the list above
no.	smiles	UO-31	SN12C	A498	ACHN	CAKI-1	TK-10	786-0	RXF 393
82	O=C(O)c1ncc(Cl)cc1Cl	76	91	85	97	94	115	105	103
75	CC(=O)C(/C=N\C(N)=S)=C(\C)O	91	111	117	95	96	102	104	138
76	Cc1cc(-n2cc(C)c(=O)[nH]c2=O)ccc1F	/	98	103	93	118	109	103	107
74	O=C(Cn1cccc(NC(=O)OCc2ccccc2)c1=O)NCc1ccccc1	92	99	56	100	98	107	113	93
73	COc1ccc(-c2cc(/C=C3\C(=O)Nc4ccccc43)[nH]n2)cc1	72	97	87	90	84	108	101	100
86	COc1ccc(N2CCN(C(CNC(=O)C3CCCCC3)c3ccc4c(c3)OCO4)CC2)cc1 (configuration not stated)	66	91	103	89	87	110	95	94
80	COc1cc2c(cc1OC)/C(=C\c1sc(=S)n(CCC(=O)O)c1O)C(C(=O)O)=N2	53	94	85	93	78	121	102	106
81	C=C[C@]1(C)C=C2CC[C@@H]3C(C)(C)C(=O)CC[C@@]3(C)[C@@H]2CC1	18	99	91	106	84	99	99	127
79	CC(=O)c1ccc(OCc2cccc(Cn3ccnc3)n2)c(OCc2cccc(Cn3ccnc3)n2)c1	88	102	107	108	98	110	97	104
84	O=S(=O)(NCCCNc1nccc(-c2[nH]c(-c3ccccc3)nc2-c2ccc(Cl)c(O)c2)n1)c1ccc(Cl)cc1	112	92	101	92	93	123	110	124

# Screening data: PubChem BioAssay, NCI
